Source: PubChem (Broad Institute)
CD40 NFkB inh: CD40 pathway inhibition in BL2 cells; BL2 NF-kB luciferase reporter, CD40L-induced, 4 h; inhibition, % at 10 µM; hit rate 0.94% among 83,000; AID 1053188;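 active means mean inhibition of at least 50% with a set share of replicates also reaching that level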;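 further: 0% = neutral control wells and 100% = IKK inhibitor VII at 50 µM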
* marks the source's active call; other numbers are inactive results; & = joins results of further samples; [ ] = dose if it differs, or a comment.

CD40 NFkB inh,structure
-2,CO[C@@H]1CN(C)C(=O)c2ccc(NC(=O)C3CCCC3)cc2OC[C@@H](C)N(CC2CC2)C[C@@H]1C
2,CN1CC(=O)N(CC(=O)NCc2ccc3c(c2)OCO3)C1=O
9,COc1ccc(CNC(=O)C2CCCN(S(=O)(=O)c3ccccc3)C2)cc1 (stereo unspecified)
7,Cc1nnc(SCC(=O)N2CCCC(C(=O)c3ccc(Cl)cc3)C2)o1 (stereo unspecified)
-6[25 µM],N#C[C@H]1[C@H](c2ccccc2-c2cccc(F)c2)[C@H](CO)N1C(=O)C1CC1
1,CCCCC(=O)Nc1ccc(F)c(Cl)c1
6,Cc1cc(C)n(CCN(C)Cc2cn[nH]c2-c2ccc(F)cc2F)n1
22,Cc1ccc(S(=O)(=O)N(C)C[C@@H]2OCc3ccccc3-c3ccccc3C(=O)N([C@H](C)CO)C[C@H]2C)cc1
-31,CSc1ccccc1C(=O)C1CCCN(C(=O)c2csnn2)C1 (stereo unspecified)
0,COc1ccccc1NS(=O)(=O)c1ccc2oc(SC)nc2c1
-38,O=C(COC(=O)c1ccc2[nH]c3c(c2c1)CCCC3)Nc1ccccc1
-13,CCn1c(C(=O)NCCCc2ccccc2)cc2sccc21
-7,Cc1nnc(NC(=O)C(c2ccccc2)c2ccccc2)s1
-16,COc1ccc(C(=O)N2CCCC(c3ccccc3)C2)cc1 (stereo unspecified)
-3,O=C(COC(=O)Cc1n[nH]c(=O)c2ccccc12)Nc1c(Cl)cccc1C(F)(F)F
-33,CNC(=S)N1CCN(c2nc3ccccc3s2)CC1
3,CCOc1ccc(Br)cc1CN(CC)CC
7,Cc1ccc(CS(=O)(=O)Cc2ccc(C(=O)NC3CC3)o2)cc1
4,CN(c1ccccc1)S(=O)(=O)c1cc(C(=O)NCc2ccco2)ccc1Cl
-3,COc1ccc(C(=O)O)cc1S(=O)(=O)Nc1ccc(C)cc1
-18[25 µM],N#C[C@@H]1[C@@H](c2ccc(-c3cccc(F)c3)cc2)[C@H](CO)N1C(=O)c1cccnc1
-1,N=c1nc2n(cc1F)C1OC(CO)C(O)C1O2 (stereo unspecified)
-4,O=C(CN1C(=O)c2ccc([N+](=O)[O-])cc2C1=O)Nc1cc(S(=O)(=O)N2CCOCC2)ccc1Cl
2,O=C(CN1C(=O)COc2ccc(Cl)cc21)NC1CC1
10,CC1(C)C=C(c2ccc(C(=O)O)s2)CC(C)(C)N1
-20&2[25 µM],Cc1ccc(-c2ccc(C3[C@H]4CNC[C@@H]3N4S(=O)(=O)c3ccccc3)cc2)cc1 (stereo partly specified)
-6,C[C@@H]1CN([C@@H](C)CO)C(=O)CCCn2cc(nn2)CO[C@H]1CN(C)CC1CCCC1
-10,Cc1nn(C)c(C(=O)NNC(=S)Nc2ccc(F)cc2)c1[N+](=O)[O-]
-2,O=C(Nc1ccc2c(c1)OCCO2)C1CCCN(S(=O)(=O)c2cnc[nH]2)C1 (stereo unspecified)
3,CC(NC(=O)c1ccccc1)C(=O)Nc1ccccc1 (stereo unspecified)
-5,CC(=O)N1CCC(C(=O)Nc2ccc3c(c2)CCC3)CC1
13,COc1cc(C(=O)OCC(=O)N2CCNC2=O)cc(Cl)c1OC
5,COc1ccc(OC)c(/C=C/C(=O)Nc2cccc(S(=O)(=O)NC3=NCCCCC3)c2)c1
3,CC(C)N(C(=O)COC(=O)c1ccc([N+](=O)[O-])cc1)c1ccccc1
28,c1ccc(CCNc2ccnc3cc4ccccc4cc23)cc1
-4&-15[25 µM],COc1cccc(S(=O)(=O)N2[C@@H]3CNC[C@H]2C3c2ccc(/C=C/c3ccccc3)cc2)c1 (stereo partly specified)
-1[25 µM],C[C@@H]1CN([C@H](C)CO)C(=O)CCCn2cc(nn2)CO[C@H]1CN(C)Cc1ccc2cccnc2c1
0,CN1CCN(CC(O)COC(c2ccccc2)c2ccccc2)CC1 (stereo unspecified)
8,O=S(=O)(c1ccccc1)N1CCN(CC(O)COc2ccc3c(c2)CCC3)CC1 (stereo unspecified)
0,O=S(=O)(c1ccc(C2CCCCC2)cc1)N1CCN(c2ncccn2)CC1
-77,Cn1c(-c2ccc(CN3CCCCC3)o2)nc2ccccc21
1,C[C@H]1CN([C@@H](C)CO)C(=O)c2c(c3ccccc3n2C)-c2ccccc2CO[C@H]1CN(C)S(=O)(=O)Cc1ccccc1
5,CS(=O)(=O)c1ccc(Cl)c(NC(=O)CSc2nnc3n2CCCCC3)c1
11,COc1ccccc1C(=O)NNC(=O)c1ccc(NC(=O)c2ccccc2)cc1
14,NC(CSC(c1ccccc1)(c1ccccc1)c1ccc(-c2ccccc2)cc1)C(=O)O (stereo unspecified)
4,COCc1nnc(NC(=O)CC(c2ccccc2)c2ccccc2)s1
-4,Cc1ccc(S(=O)(=O)N(C)C[C@@H]2OCCCC[C@H](C)Oc3ccc(NS(=O)(=O)c4ccc(Cl)cc4)cc3C(=O)N([C@H](C)CO)C[C@H]2C)cc1
6,O=C(O)C1CCN(Cc2oc(CO)cc(=O)c2O)C1 (stereo unspecified)
5,CCOC(=O)c1c(C)nc2ccc(C)cn12
-3,C[C@@H]1CN([C@@H](C)CO)C(=O)c2cc(NC(=O)CCCN(C)C)ccc2O[C@@H](C)CCCCO[C@H]1CN(C)Cc1ccncc1

Further compounds
CD40 NFkB inh,structure
-79,CCN(CC)C(C(=O)Nc1ccc2c(c1)OCO2)c1ccccc1 (stereo unspecified)
15[25 µM],CCCC#Cc1ccc([C@@H]2[C@H](CO)N3C(=O)CN(C(=O)Nc4cccc(F)c4)C[C@@H]23)cc1
-14[25 µM],COCC(=O)N1[C@@H](C#N)[C@@H](c2ccccc2C2=CCCC2)[C@@H]1CO
9,Cc1ccc(S(=O)(=O)C2CS(=O)(=O)CC2O)cc1 (stereo unspecified)
-9[25 µM],O=C(C[C@H]1C[C@@H]2c3cc(NC(=O)Nc4ccccc4)ccc3O[C@@H]2[C@@H](CO)O1)NCCN1CCCCC1
6,Cc1ccc(S(=O)(=O)N(C)C[C@@H]2OCc3ccccc3-c3ccccc3C(=O)N([C@H](C)CO)C[C@@H]2C)cc1
-5[25 µM],O=C(CN1CCOCC1)N[C@@H]1CC[C@@H](CCn2cc(C3CC3)nn2)O[C@H]1CO
7,O=C1NC2(CCCCCC2)Cc2ccccc21
3,O=C(CCCn1nnnc1CN1CCOCC1)N1CCN(c2ccccc2F)CC1
3,CCOc1ccc(N(C(C)C(=O)NC(C)CC)S(C)(=O)=O)cc1 (stereo unspecified)
2,O=C(OCC(=O)N1CCc2ccccc21)[C@@H]1CCCN1S(=O)(=O)c1ccccc1F
0,COc1cc(/C=N/NC(N)=O)ccc1OC(=O)c1ccco1
8,CCOC(=O)N1CCc2c(sc(NC(=O)CN(CC)CC)c2C#N)C1
3[25 µM],CN(C)Cc1cn(CC[C@H]2CC[C@@H](NC(=O)Cc3cccnc3)[C@@H](CO)O2)nn1
-4,O=C(CSc1nc(C(F)(F)F)cc(=O)[nH]1)Nc1cccc2ccccc12
10,CCn1c(C)nc2cc(S(N)(=O)=O)ccc21
-1[25 µM],CCCNC(=O)[C@H]1[C@H](CO)[C@H]2Cn3c(cccc3=O)[C@H]2N1C(=O)C1CCCC1
3,O=C(c1cccc(NS(=O)(=O)c2ccccc2)c1)N1CCN(c2ccccc2)CC1
-3[25 µM],CO[C@@H]1CC[C@@H]2CCOc3ccc(C#N)cc3C(=O)N(C)C[C@H](c3ccccc3)CC(=O)N(C)C[C@@H]1O2
-58,NC(=O)c1sc2nc3c(cc2c1N)CCCCCC3
21,Cn1cc([N+](=O)[O-])c(C(=O)NNC(=O)c2ccc([N+](=O)[O-])cc2Cl)n1
5,O=C(c1ccccc1)c1cccc2ccccc12
20,Cc1noc(C)c1C(=O)N1CCN(C(=O)c2sc3cc(Cl)ccc3c2Cl)CC1
6,COc1ccc(OC)c(C(O)c2ncc(-c3cccc4ccccc34)[nH]2)c1 (stereo unspecified)
13[25 µM],O=C(Nc1cc(F)ccc1F)N[C@@H]1CC[C@@H](CCn2cc(C3CCCCC3)nn2)O[C@@H]1CO
6,CC(O)(c1ccncc1)c1nc(-c2cccc(C(F)(F)F)c2)cs1 (stereo unspecified)
8,CC1=NS(=O)(=O)c2cc(Cl)ccc2N1
5,CCOC(=O)C1CCN(CC(=O)Nc2cc(S(=O)(=O)N3CCCCC3)ccc2Cl)CC1
0,CC(=O)Nc1ccc(-c2ccnc3c2CC(C)(C(=O)NCCC(F)(F)F)O3)cc1 (stereo unspecified)
-51,O=C(c1ccc(COc2ccccc2[N+](=O)[O-])o1)N1CCCCCC1
-13,CCOC(=O)COc1ccc2c(=O)c(-c3ccccc3)coc2c1
-10,NC(=O)COc1ccc2c3c(c(=O)oc2c1)CCCCC3
-9,CN(C)C(=O)c1ccc(-n2cnc3ccccc3c2=O)cc1
11,CN(C)Cc1nc2c(c(=O)[nH]1)C1(CCCCC1)Cc1ccccc1-2
0,Cc1cc(C)cc(N(CCC#N)C(=O)COC(=O)c2nc3nc(C)cc(C)n3n2)c1
3[25 µM],CC(=O)N1C[C@@H]2[C@H](c3ccccc31)[C@H](CO)N2Cc1ccc(Cl)cc1
-29,CCOC(=O)Cc1csc(NC(=O)c2csc3c2CCCC3)n1
4,CCC(=O)Nc1c(C)n[nH]c1C
0,Cc1ccncc1CNC(=O)c1ccccc1
1,CCc1c(C)sc(NC(=O)C2CC2)c1C(=O)OC(C)C
3,O=C(O)c1ccc2c(c1)SC1=NS(=O)(=O)CCN12
-23,CC(OC(=O)c1ccccc1C(=O)N(C)c1ccccc1)C(=O)Nc1ccc(C(N)=O)cc1 (stereo unspecified)
7,CC(C)n1nc(C(=O)Nc2nnc(C3CC3)s2)c2ccccc2c1=O
10,CCCC(=O)NCCCc1nc2ccccc2n1CCC
13,CCN(CC)CCCNC(=O)C1c2ccccc2C(=O)N1Cc1ccc(C)cc1 (stereo unspecified)
8,CO[C@H]1CN(C)C(=O)c2cc(NC(=O)C3CCC3)ccc2OC[C@@H](C)N(Cc2ccc(F)cc2)C[C@@H]1C
-15[25 µM],C[C@H](CO)N1C[C@H](C)[C@H](CN(C)C(=O)c2cc(-c3ccccc3)on2)OCc2cn(nn2)CCCC1=O
0[25 µM],O=C(NC1CCCC1)N[C@H]1C=C[C@H](CC(=O)N2CCOCC2)O[C@H]1CO
-2,O=C(NCC(c1ccco1)N1CCN(c2ccccc2F)CC1)c1ccco1 (stereo unspecified)
3,CC1CCCCC12NC(=O)N(CC(=O)NCc1ccccc1Cl)C2=O (stereo unspecified)

Carrying on.
CD40 NFkB inh,structure
7,CCCCNC(=O)CN(c1cccc(Br)c1)S(C)(=O)=O
16,O=C(O)C1Cc2ccccc2-c2ccccc2C1
14,O=C(N1CCN(c2ccccc2)CC1)C1(c2cccs2)CCOCC1
17,COc1ccc(OC)c(C2C(C(=O)O)c3ccccc3C(=O)N2C)c1 (stereo unspecified)
-50,O=C(Nc1nnc(CCc2ccccc2)s1)c1ccccc1
3,N#Cc1nc2ccccc2n1OCc1ccccc1
-16[25 µM],Cc1ccccc1S(=O)(=O)Nc1ccc2c(c1)C(=O)N(C)[C@@H]1CC[C@H](CC(=O)O)O[C@H]1CO2
5,Cc1cc(Br)ccc1NC(=O)CN(C)C(=O)c1ccccc1OCc1c(C)noc1C
-1,O=C(CNC(=O)[C@@H]1Cc2ccccc2CN1)Nc1ccc2c(c1)OCCO2
10[25 µM],C[C@@H]1CN([C@H](C)CO)C(=O)c2cc(C#C[C@@H](C)O)cnc2O[C@H]1CN(C)Cc1cccc(C(=O)O)c1
2,CC1CCN(c2ccc(NC(=O)Cn3c(=O)oc4ccccc43)cc2)CC1
3,C1CCC2=NCCCN2CC1
5,O=C(Cc1cccs1)NC(c1ccccc1)c1ccccc1
-6,Cc1ccc(NC(=O)CN2CCCC2c2cccn2C)cc1C (stereo unspecified)
8,CC(C)(C)OC(=O)N1CC(O)CC1C(=O)OCC(=O)c1ccc(-c2ccccc2)cc1 (stereo unspecified)
5,COc1ccc(NC(=O)c2cccnc2N2CCOCC2)cc1
8,CC(OC(=O)c1ccccc1C(=O)N(C)c1ccccc1)C(=O)Nc1ccccc1[N+](=O)[O-] (stereo unspecified)
-2,O=C(N/N=C/c1ccc([N+](=O)[O-])o1)C1CCCC1

17 successive records out of the list so far, quoted:
CD40 NFkB inh,structure
16,O=C(O)C1Cc2ccccc2-c2ccccc2C1
14,O=C(N1CCN(c2ccccc2)CC1)C1(c2cccs2)CCOCC1
17,COc1ccc(OC)c(C2C(C(=O)O)c3ccccc3C(=O)N2C)c1 (stereo unspecified)
-50,O=C(Nc1nnc(CCc2ccccc2)s1)c1ccccc1
3,N#Cc1nc2ccccc2n1OCc1ccccc1
-16[25 µM],Cc1ccccc1S(=O)(=O)Nc1ccc2c(c1)C(=O)N(C)[C@@H]1CC[C@H](CC(=O)O)O[C@H]1CO2
5,Cc1cc(Br)ccc1NC(=O)CN(C)C(=O)c1ccccc1OCc1c(C)noc1C
-1,O=C(CNC(=O)[C@@H]1Cc2ccccc2CN1)Nc1ccc2c(c1)OCCO2
10[25 µM],C[C@@H]1CN([C@H](C)CO)C(=O)c2cc(C#C[C@@H](C)O)cnc2O[C@H]1CN(C)Cc1cccc(C(=O)O)c1
2,CC1CCN(c2ccc(NC(=O)Cn3c(=O)oc4ccccc43)cc2)CC1
3,C1CCC2=NCCCN2CC1
5,O=C(Cc1cccs1)NC(c1ccccc1)c1ccccc1
-6,Cc1ccc(NC(=O)CN2CCCC2c2cccn2C)cc1C (stereo unspecified)
8,CC(C)(C)OC(=O)N1CC(O)CC1C(=O)OCC(=O)c1ccc(-c2ccccc2)cc1 (stereo unspecified)
5,COc1ccc(NC(=O)c2cccnc2N2CCOCC2)cc1
8,CC(OC(=O)c1ccccc1C(=O)N(C)c1ccccc1)C(=O)Nc1ccccc1[N+](=O)[O-] (stereo unspecified)
-2,O=C(N/N=C/c1ccc([N+](=O)[O-])o1)C1CCCC1

Only part of the results is shown; count on the stated rates, not on these rows.
